# Source: PubChem (National Center for Advancing Translational Sciences (NCATS))
# PTAP TSG101 blk: blocks PTAP/TSG101 interaction to inhibit HIV-1 budding | Q99816 | Fluorescence polarization, FITC-PTAP peptide / Tsg101 binding | Potency, µM (highest dose often 115 µM), for the others: at the highest dose activity change, negative = inhibition, most hits filed as inhibitors | 340,000 tested, under 10 active | AID 493005; active = well fitted inhibition curve with a large enough effect in the main read-out, with a control signal flat, not every such curve was filed as active; inconclusive = small, poorly fitted or top-dose-only effect, or effect the other way, or a change in a side signal; inactive = no such curve, though single readings can be large or run the other way; also: potency is read from the fitted curve at half-maximal effect; % of control where 0% means no effect
# Target sequence (Q99816 whole entry, looked up): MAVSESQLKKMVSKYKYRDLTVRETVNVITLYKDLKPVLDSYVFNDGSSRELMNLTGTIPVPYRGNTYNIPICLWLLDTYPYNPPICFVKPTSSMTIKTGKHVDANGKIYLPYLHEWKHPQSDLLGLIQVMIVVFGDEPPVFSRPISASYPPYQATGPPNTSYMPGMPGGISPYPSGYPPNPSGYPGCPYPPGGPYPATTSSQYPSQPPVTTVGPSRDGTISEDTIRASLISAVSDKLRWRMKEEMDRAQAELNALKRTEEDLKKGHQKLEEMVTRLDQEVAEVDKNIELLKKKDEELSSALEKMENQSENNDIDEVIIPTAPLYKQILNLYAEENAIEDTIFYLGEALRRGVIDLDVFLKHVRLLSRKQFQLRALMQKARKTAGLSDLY
#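 Fluorescence anisotropy tracks displacement of a FITC-tagged PTAP peptide (50 nM) from the Tsg101 binding domain (10 uM), following a 20 min room-temperature incubation at pH 7.5.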
# Mito fusion yeast: inhibitors of mitochondrial division or activators of mitochondrial fusion | AID 485298 | S. cerevisiae fusion-defective mutant growth rescue, CellTiterGlo 48 h | actives 0.23% (n = 320,000) | Potency, µM (top dose mostly 46.1 µM), for inactives: top-dose growth rescue (activation), usual class: activators;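 also: potency is read from the fitted curve at half-maximal effect; % of control where 0% means no effect; nearly all actives have a fitted effect of over 45% in size; temperature-sensitive fusion mutants such as fzo1-1 at 37 °C on non-fermentable ethanol glycerol medium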
#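 Growth-rescue viability read-out: after 48 h at the non-permissive 37C in glycerol/ethanol YPEG, yeast mitochondrial fusion mutants are measured by CellTiterGlo luminescence; compounds (23 nl pinned per well) restoring growth score as division inhibitors or fusion activators.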
# Menin-MLL TR inh: menin-MLL binding inhibition, Texas Red mutant peptide; O00255; Menin + Texas Red MLL mutant peptide, fluorescence polarization; Potency, µM (top dose mostly 61.6 µM), for inactives: at the top dose FP activity change, negative = inhibition, actives largely listed as inhibitors; actives 0.23% (n = 270,000); AID 1768; active = well fitted inhibition curve with a large enough effect in the polarisation, with a control signal flat, not every such curve was filed as active; inconclusive = small, poorly fitted or top-dose-only effect, or effect the other way, or a change in a side signal; inactive = no such curve, though single readings can be large or run the other way; the % refers to the polarisation; also: potency is read from the fitted curve at half-maximal effect; % of control where 0% means no effect; many of its hits are not listed in these tables
# Target sequence (O00255 whole entry, looked up): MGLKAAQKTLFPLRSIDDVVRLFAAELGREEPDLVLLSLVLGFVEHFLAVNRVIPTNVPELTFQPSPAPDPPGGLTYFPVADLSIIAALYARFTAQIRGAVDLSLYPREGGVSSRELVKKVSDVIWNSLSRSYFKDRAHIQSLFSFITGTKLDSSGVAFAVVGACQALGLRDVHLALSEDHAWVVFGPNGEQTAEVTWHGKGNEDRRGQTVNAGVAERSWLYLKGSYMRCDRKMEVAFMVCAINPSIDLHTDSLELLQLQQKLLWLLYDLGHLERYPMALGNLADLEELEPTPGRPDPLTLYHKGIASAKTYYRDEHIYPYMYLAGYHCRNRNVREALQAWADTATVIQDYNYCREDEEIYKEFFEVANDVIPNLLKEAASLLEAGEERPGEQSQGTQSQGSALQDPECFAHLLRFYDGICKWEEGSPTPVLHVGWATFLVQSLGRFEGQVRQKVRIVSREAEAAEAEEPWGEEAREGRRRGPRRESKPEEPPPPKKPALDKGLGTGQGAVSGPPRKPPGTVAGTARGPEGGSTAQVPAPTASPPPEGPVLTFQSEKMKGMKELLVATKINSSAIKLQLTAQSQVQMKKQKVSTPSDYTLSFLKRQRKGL
# TSHR antag: blocks TSH signaling through the human TSH receptor; P16473; TSHR-expressing cells, TSH-stimulated cAMP HTRF, 2 h; stronger effect = lower value; activity change, negative = inhibition, % at 11.5 µM; actives 0.2% (n = 330,000); AID 504810;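 active = activity change below a set negative limit, meaning inhibition stronger than a set level, cut at about -70% in these data; inconclusive = activity change between two set negative limits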; also: % is scaled to controls: 0 for no effect and ±100 for the full control effect
#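 TSHR-expressing cells were treated with compounds, then stimulated with TSH at EC80 (4nM final) for 2 hours at 37 deg C. Cellular cAMP was measured by HTRF competition between lysate cAMP and cAMP-d2 for a cryptate-labelled anti-cAMP antibody.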
# CXXC DNA block: blocks binding of human MLL CXXC domain to DNA; MLL-CXXC / FITC-HOXA9 DNA fluorescence polarization; Q03164; AID 2662; Potency, µM (titrated, usually from 115 µM), inactives show top-dose activity change, negative = inhibition, hits mostly inhibitors; actives 0.037% (n = 290,000); active = well fitted inhibition curve with a large enough effect in the polarisation, with a control signal flat, not every such curve was filed as active; inconclusive = small, poorly fitted or top-dose-only effect, or effect the other way, or a change in a side signal; inactive = no such curve, though single readings can be large or run the other way; the % refers to the polarisation; also: potency is read from the fitted curve at half-maximal effect
#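 Purified MLL-CXXC (added from a 7 uM solution) was preincubated 5 min at ambient with pinned compounds in 50 mM Tris-HCl pH 7.5, 50 mM NaCl, 1 mM DTT, 0.05% BSA. Fluorescein-labeled HOX-A9 DNA (50 nM solution) followed, 30 min, then polarization read.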
# MBNL1-CUG inh: MBNL1-poly(CUG) RNA binding inhibition | Q9NR56 | TR-FRET MBNL1-His/biotin-(CUG)12 binding, 665/545 ratio | Potency, µM (titrated, usually from 57.5 µM), without a hit: top-dose activity change, negative = inhibition, actives largely listed as inhibitors | actives 0.036% (n = 280,000); active = well fitted inhibition curve with a large enough effect in the signal ratio, with a control signal flat, not every such curve was filed as active; inconclusive = small, poorly fitted or top-dose-only effect, or effect the other way, or a change in a side signal; inactive = no such curve, though single readings can be large or run the other way; the % refers to the signal ratio; also: potency is read from the fitted curve at half-maximal effect; % is scaled to controls: 0 for no effect and ±100 for the full control effect
#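 MBNL1-His + Biotin-(CUG)12, cpd titration 92 nM–58 uM; Tb anti-His Ab 0.055 ng/ul, SA-XL665 5 nM (final); 60 min RT; ratiometric 665/545 nm, Ex 340 nm; normalized to buffer and full-complex controls.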
# A-T KAP1 phos: potential ataxia-telangiectasia treatment. […] A-T fibroblasts, KAP-1 phosphorylation AlphaLISA; neocarzinostatin DNA damage 30 min before lysis. Potency, µM (titrated, usually from 57.5 µM), for inactives: at the highest dose activation, hits mostly activators. actives 0.19% (n = 320,000). AID 485349; also: potency is read from the fitted curve at half-maximal effect; % of control where 0% means no effect; nearly all actives have a fitted effect of over 45% in size
#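 ATM-like activity read as KAP-1 phosphorylation via AlphaLISA donor/acceptor antibody pairs after lysis and 6 hr at 25C. Cells were ATM-null patient fibroblasts ([…], hTERT), dosed 60 min, then exposed to the DSB inducer NCS for 30 min.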
# Integrin act MD: activates integrin-mediated alleviation for muscular dystrophy; actives 0.064% (n = 350,000); alpha7betagal myoblasts, beta-gal FDG fluorescence, 48 h; Potency, µM (doses to about 38.3 µM), for inactives: at the top dose activation, most hits filed as activators;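 also: potency is read from the fitted curve at half-maximal effect; 100% = response of the positive control SU9516; nearly all actives have a fitted effect of over 60% in size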
#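 Alpha7betagal+/- myoblasts (passage 13) were plated 16-24 hr, then exposed to compounds (1:260 dilution of DMSO stock) for 48 hours at 37C. After MPER lysis, β-galactosidase reporter activity was read as FDG fluorescence (ex 480/em 540) after 30 minutes.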
# TCR activator: T cell receptor activation; primary human leukocytes, anti-CD3, IL-2 HTRF, 48 h; Potency, µM (doses to about 9.22 µM), inactives show at the highest dose activation of IL-2 secretion, most hits filed as activators; 330,000 tested, under 10 active; also: % of control where 0% means no effect
#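 Activity was scored as IL-2 release from primary human leukocytes given only a TCR signal (a-CD3 beads) plus compound for 48 hr. Detection used a two-antibody HTRF format read at 665nm.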
# S-ASM inh: blocks human secretory acid sphingomyelinase; P17405; placental ASM, HMU-PC fluorogenic substrate, 60 min; Potency, µM (titrated, usually from 57.5 µM), inactives show at the highest dose activity change, negative = inhibition, most hits filed as inhibitors; actives 0.006% (n = 340,000); AID 504937; also: potency is read from the fitted curve at half-maximal effect
#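 Human placenta-derived ASM preincubated with compound 10 min at room temperature, then reacted with 9 uM (final) fluorogenic HMU-PC substrate for 60 min at 37 C. Stop solution raises pH to 10; fluorescence read at Ex 386/Em 447 nm.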
# Starred values were filed as active, the others as inactive; u = inconclusive; x = not tested or not shown; [ ] = dose if it differs, or a comment. Unless noted, calls follow the shape of the dose curve; as a rule, active = well fitted curve in the direction sought with a large enough effect; inconclusive = small, poorly fitted or top-dose-only effect, or another doubt; inactive = no such curve, though single readings can be large; an effect the other way counts as inactive or inconclusive. The list is partial. The share of hits here may be higher or lower than overall.
SMILES,PTAP TSG101 blk,Mito fusion yeast,Menin-MLL TR inh,TSHR antag,CXXC DNA block,MBNL1-CUG inh,A-T KAP1 phos,Integrin act MD,TCR activator,S-ASM inh
Cc1ccc(S(=O)(=O)N2N=C3CCCCC3C2(O)C(F)(F)F)cc1 (stereo not drawn),-2.9%,0.3%,1.3%,2.9,-1.2%,-2.6%,1.6%,-13.1%,-1.8%,-0.2%
CCCCCCn1c(N2CCC(C(N)=O)CC2)nc2c1c(=O)[nH]c(=O)n2C,-2.7%,-2.0%,-1.5%,9.1,6.9%,-2.8%,-7.8%,-3.2%,2.8%,0.0%
COCCn1c(C)c(C(=O)O)sc1=S,0.0%,-3.3%,-9.6%,3.3,1.1%,-0.6%,5.6%,12.3%,-12.8%,1.8%
O=C(Nc1ccc(C(=O)O)cc1)/C(=C\c1ccc2c(c1)OCO2)NC(=O)c1ccccc1,0.4%,-0.9%,-4.6%,0.7,9.4%,10.5%,-1.7%,4.1%,-0.2%,-0.2%
COCCCNC(=O)c1sc2ncn(CC(=O)Nc3ccc(C)c(Cl)c3)c(=O)c2c1C,-1.1%,4.8%,39.8%[activator],-3.3,22.9%,x,-0.8%,-22.1%,x,-1.3%
Cc1cc(C)c(C(=O)CSc2n[nH]c(-c3ccncc3)n2)c(C)c1,-2.7%,-2.2%,-12.1%,-1.5,7.1%,-7.4%,-4.4%,-4.0%,3.7%,2.2%
Cc1cc(-c2ccccc2)cc(-c2ccccc2)[n+]1C,3.0%,-0.2%,-9.4%,19.6,1.0%,-6.2%,2.6%,-23.5%,-2.1%,-0.5%
O=C(CCSc1ccccc1)NCC1CCCO1 (stereo not drawn),-2.7%,-2.7%,25.4%,-4.6,0.6%,3.1%,-2.2%,34.1%,-5.7%,-1.4%
COc1ccc(S(=O)(=O)N(CCc2ccccc2)CC(=O)O)cc1Cl,0.3%,-1.3%,x,0.1,7.1%,-2.7%,0.6%,u,-2.3%,2.0%
CCn1cc(CN2CCCC(C(=O)c3ccc(-c4ccccc4)cc3)C2)cn1 (stereo not drawn),1.4%,-2.6%,9.7%,1.3,-5.6%,-14.5%,-7.0%,-52.0%[inhibitor],-4.2%,-0.2%
Cc1ccc(CNC(=O)Cc2ccc(NC3=NC4CS(=O)(=O)CC4S3)cc2)cc1 (stereo not drawn),-0.8%,-1.6%,-6.3%,15.7,x,-5.5%,3.9%,-8.0%,-6.8%,0.8%
Cc1cc(OCCOCCNC(C)C)cc(C)c1Cl,1.4%,-17.4%,-16.0%,24.0,6.2%,2.8%,-1.4%,-57.5%[inhibitor],0.1%,-0.5%
CC1(C)Cc2nc(-c3ccccc3)n3cnnc3c2CO1,-5.1%,3.8%,-0.4%,4.9,1.4%,7.8%,3.6%,7.0%,0.3%,4.6%
CC1CCCCC1NC(=O)COC(=O)c1cc(=O)c2ccccc2o1 (stereo not drawn),-1.7%,-3.6%,2.2%,-2.6,-0.2%,18.9%,-6.7%,-7.8%,-4.4%,7.0%
CC(C)(C)OC(=O)N[C@@H](CC(=O)OCc1ccccc1)C(=O)O,-0.2%,7.8%,-4.0%,3.8,6.4%,-2.7%,1.8%,20.5%,5.1%,-0.4%
COc1ccc(NC(=O)Nc2ccc3c(c2)C(=O)N([C@H](C)CO)C[C@H](C)[C@@H](CN(C)S(=O)(=O)c2cccs2)O3)cc1,-0.1%,x,x,-7.1,x,x,-1.3%,2.0%,-7.2%,-6.1%
COc1cc(C)nc(N2CCC(C(=O)NCC3CCCO3)CC2)n1 (stereo not drawn),-3.6%,1.3%,x,6.4,x,x,3.7%,18.6%,-4.6%,-3.3%
COc1ccc(NS(=O)(=O)c2ccc(N3CCCC3)c(N)c2)cc1,-5.0%,-2.6%,u,-33.1,-1.8%,-5.5%,-8.0%,-63.6%[inhibitor],0.6%,-3.1%
COc1ccc(/C=N/NC(=O)c2cccc(NC(=O)c3ccccc3Cl)c2)c(OC)c1,-3.8%,4.8%,-13.4%,-7.9,12.3%,12.4%,-5.4%,-5.0%,-1.9%,-0.9%
O=S(=O)(Nc1ccccc1N1CCCCC1)c1ccc(F)cc1,-2.5%,-11.6%,x,-5.1,-5.5%,-6.4%,0.5%,-19.6%,1.1%,-2.7%
CCOC(=O)N1CCc2c(sc(NC(=O)c3ccc(Cl)s3)c2C(N)=O)C1,x,-10.2%,u,-46.6,7.8%,-6.4%,-7.8%,x,-3.1%[46.1 µM],x
CS(=O)(=O)c1ccccc1-c1nnc(NC(=O)c2cccc(N3C(=O)CCC3=O)c2)o1,-8.0%,0.5%,x,0.0,x,x,-9.1%,10.7%,-4.9%,2.9%
CC(C)NC(=O)[C@]1(C)CCC[C@@]2(C)C3CC[C@@]4(C)C[C@]3(CCC21)CC4=O (stereo partly drawn),-3.4%,4.9%,x,19.3,x,x,0.7%,-0.9%,-22.6%,0.0%
Cc1cc(Cl)ccc1OCC(=O)OCC(=O)NCCNC(=O)COC(=O)COc1ccc(Cl)cc1C,-3.1%,x,x,x,x,x,x,10.2%,-0.1%,-11.3%
OC(CNC1CCCCCC1)COc1cccc2ccccc12 (stereo not drawn),2.9%,-27.3%,u,3.4,-2.0%,0.2%,2.8%,u,0.0%,-3.4%
COC(=O)C(NC(C)=O)(Nc1nc(C)cs1)C(F)(F)F (stereo not drawn),2.0%,1.6%,7.5%,5.4,1.9%,-1.0%,x,1.6%,-21.4%,1.7%
CC1CN(C(=S)NC(=O)c2ccc([N+](=O)[O-])cc2)CC(C)O1 (stereo not drawn),-2.3%,-2.1%,0.9%,0.2,-6.7%,u,1.3%,-23.3%,-1.6%,-0.8%
Cc1cc(C)n(-c2ccc(C(=O)N3CCN(c4ccccn4)CC3)cc2)n1,0.1%,-6.2%,x,-14.9,x,x,1.8%,-5.7%,-0.4%,-1.2%
c1cnc(N2CCN(c3nc4ccccc4n4cnnc34)CC2)nc1,-5.3%,1.4%,0.6%,14.3,14.4%,9.9%,-8.0%,29.5%[7.66 µM],10.3%,-0.6%
CC(C)(C)NC(=S)NC(=O)C12CCC3CC(CC(C3)C1)C2,-1.8%,-2.3%,-10.1%,-3.6,5.1%,1.6%,4.2%,2.2%,-0.7%,-1.7%
Cc1cccc2[nH]c3c(N4CCN(C(=O)c5ccco5)CC4)ncnc3c12,-1.1%,-0.1%,17.7%,-4.3,11.6%,-5.7%,-2.3%,-31.3%,-1.2%,-23.9%
Cc1sc2ncn3cnnc3c2c1C,-4.0%,4.2%,4.3%,20.2,7.0%,-1.0%,-5.4%,15.8%,-8.9%,-2.0%
Cc1c(-c2cccs2)[n+](=O)c2c(n1[O-])CCCCC2,-7.0%,1.8%,-0.2%,2.7,0.9%,25.1%,-2.2%,9.6%,1.3%,3.5%
COc1ccc(-c2c(C)oc3c(CN4CCCC(C)C4)c(O)ccc3c2=O)cc1OC (stereo not drawn),-1.2%,5.8%,-21.1%,1.8,12.1%,-4.3%,3.8%,-20.5%,7.6%,69.9%[activator]
Cc1ccccc1Cn1c(C(C)O)nc2ccccc21 (stereo not drawn),-2.9%,1.5%,-3.0%,4.0,-5.8%,2.0%,3.2%,20.2%,0.2%,-3.0%
CC(=O)Nc1cccc(NC(=S)Nc2ccc(F)c(Cl)c2)c1,-7.0%,0.6%,u,-0.9,-5.3%,-15.6%,-10.0%,0.0%,-9.3%,-0.5%
CC(C)C[C@@H](CO)N1CCNCCC1=O,1.2%,1.2%,26.4%,-8.2,-1.1%,-1.5%,4.0%,13.4%,4.5%,0.3%
CC12CCC(=O)N1C(C(=O)Nc1nc3c(F)cc(F)cc3s1)CS2 (stereo not drawn),-2.4%,3.0%,x,u,-7.7%,1.0%,-7.2%,-19.7%,11.4%,-3.8%
Cc1cccc(NC(=O)C2C3C=CC(O3)C2C(=O)O)c1 (stereo not drawn),x,-0.8%,3.8%,-7.6,0.7%,-0.1%,0.2%,x,x,x
O=C1CC(N2CCSCC2)C(=O)N1c1cccc(Br)c1 (stereo not drawn),-0.6%,13.2%,7.9%,2.8,1.2%,x,2.7%,-2.1%,1.6%,1.3%
Nc1nc(Nc2ccccc2F)nc(NCc2ccccc2)c1[N+](=O)[O-],0.6%,8.7%,x,-7.6,11.9%,7.3%,-3.5%,u,1.8%,-17.3%
